APJ agonist – APJ receptor agonism. P35414. CHO-K1 APJ PathHunter beta-arrestin, luminescence; 0% DMSO wells, 100% apelin. activation, % at 20 µM. 330,000 compounds, 0.11% hits. AID 2520;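 active = activation more than six SD over the plate average, tested at 20 µM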;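 also: 0% = DMSO alone and 100% = apelin-13 at 10 nM; some results filed as inactive read as strong as hits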
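Assay system: CHO-K1 APJ beta-arrestin complementation cell line / Compound: single test compound dose, 20 µM final, 1% DMSO / Times: overnight seeding, 90 min compound at 25 °C, 1 h detection / Technique: beta-gal luminescence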
APJ antagonist – antagonists of human APJ apelin receptor; 330,000 compounds, 0.32% hits; P35414; CHO-K1 APJ beta-arrestin complementation, luminescence; inhibition, % at 20 µM;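 active = inhibition above about 40% at 20 µM, limit read from the data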;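 also: cells challenged with 10 nM apelin-13 agonist together with compound; plate controls were apelin-13 plus DMSO wells for no effect and DMSO wells lacking apelin-13 for full effect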
UBC13 inh – blocks human UBC13 polyubiquitin chain formation | P61088 | TR-FRET | inhibition, % at 20 µM | 330,000 compounds, 0.47% hits; in the data active = inhibition above about 45%, passing the limit was not always enough
Target sequence (P61088 whole entry, looked up): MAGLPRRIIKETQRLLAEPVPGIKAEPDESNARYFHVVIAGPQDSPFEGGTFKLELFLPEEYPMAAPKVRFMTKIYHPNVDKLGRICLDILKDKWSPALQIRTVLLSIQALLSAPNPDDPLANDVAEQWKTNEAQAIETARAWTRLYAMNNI
EBI2 antag – EBI2 (human) antagonism | P32249 | EBI2 beta-arrestin recruitment, luminescence, 7a,25-OHC stimulated | inhibition, % at 5 µM | 360,000 compounds, 0.81% hits | AID 651636; in the data active = inhibition above about 38%;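 also: enzyme fragment complementation signal reports receptor beta-arrestin coupling in cells; 0% = agonist plus DMSO wells and 100% = wells without agonist; some results beyond the cut were filed as inactive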
Target sequence (P32249 whole entry, looked up, the tested form may be a part): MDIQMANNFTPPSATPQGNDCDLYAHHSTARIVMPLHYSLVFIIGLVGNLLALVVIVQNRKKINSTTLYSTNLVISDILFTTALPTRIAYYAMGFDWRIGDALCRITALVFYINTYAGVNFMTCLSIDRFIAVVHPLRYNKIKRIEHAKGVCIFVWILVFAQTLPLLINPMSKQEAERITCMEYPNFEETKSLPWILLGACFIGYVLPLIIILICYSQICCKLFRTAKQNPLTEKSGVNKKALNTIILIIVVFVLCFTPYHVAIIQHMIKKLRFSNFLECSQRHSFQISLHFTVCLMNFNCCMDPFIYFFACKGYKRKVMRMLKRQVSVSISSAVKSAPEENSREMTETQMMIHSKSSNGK
CCR6 antagonist – CCR6 (human) receptor antagonism; 340,000 compounds, 0.49% hits; P51684; inhibition, % at 20 µM; CHO-K1 CCR6 PathHunter beta-arrestin, luminescence, CCL20-stimulated;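 active = compounds whose inhibition of the agonist-driven luminescence signal at 20 µM reaches about 50%, limit read from the data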;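 also: cells stimulated with CCL20 at 14 nM final; plate controls were DMSO with CCL20 for no effect and DMSO without agonist for full effect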
Target sequence (P51684 whole entry, looked up): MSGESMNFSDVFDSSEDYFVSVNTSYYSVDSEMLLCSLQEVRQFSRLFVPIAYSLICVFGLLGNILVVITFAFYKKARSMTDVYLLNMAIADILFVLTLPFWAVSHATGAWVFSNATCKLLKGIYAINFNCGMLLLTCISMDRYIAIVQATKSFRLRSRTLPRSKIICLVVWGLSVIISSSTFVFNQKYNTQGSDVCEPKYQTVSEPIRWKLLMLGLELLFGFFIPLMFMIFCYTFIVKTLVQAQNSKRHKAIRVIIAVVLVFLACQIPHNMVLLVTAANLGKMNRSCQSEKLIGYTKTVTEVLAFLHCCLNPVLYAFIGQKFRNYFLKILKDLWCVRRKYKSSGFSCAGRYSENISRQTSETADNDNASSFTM
Gli-Sufu block – antagonists of Gli-Sufu signaling; AID 588413; inhibition, % at 5 µM; 340,000 compounds, 0.74% hits; Sufu-KO-LIGHT fibroblasts, Gli luciferase reporter luminescence;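 active = inhibition above about 55%, limit read from the data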;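 also: 0% = DMSO-treated cells and 100% = wells with medium but no cells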
ATG4B inhibitor – inhibitors of human ATG4B cysteine protease | Q9Y4P1 | ATG4B cleavage of LC3-PLA2, NBD-HPC fluorescence, 1 h | inhibition, % at 8.33 µM | 340,000 compounds, 0.51% hits | AID 504462; in the data active = inhibition above about 40%
CXCR6 inh – blocks human CXCR6 beta-arrestin recruitment; CHO-K1 PathHunter CXCR6 beta-arrestin, luminescence; O00574; 360,000 compounds, 0.36% hits; inhibition, % at 20 µM; in the data active = inhibition above about 34%, passing the limit was not always enough;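 also: antagonist mode with CXCL16 agonist at 10 nM final; 0% = 10 nM CXCL16 with DMSO and 100% = unstimulated wells without agonist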
Starred values were filed as active, the others as inactive; · = no result given. Not all compounds are listed; count on the stated rates, not on these rows.

Screens in order – APJ agonist | APJ antagonist | UBC13 inh | EBI2 antag | CCR6 antagonist | Gli-Sufu block | ATG4B inhibitor | CXCR6 inh
1) OC(Cn1c2ccccc2c2ccccc21)C[n+]1cccc2ccccc21 (centres undefined)
    -1 | 2 | -2 | 4 | 17 | 23 | 8 | 3
2) COc1ccc(CN2C(=O)NC(=O)/C(=C\c3cccc(OC)c3OC)C2=O)cc1
    -2 | -4 | -6 | -11 | 0 | -1 | 1 | -4
3) N#Cc1c(Cl)nc(Cl)c2c1CCN(Cc1ccccc1)C2
    -2 | -3 | 16 | 10 | 2 | -4 | -1 | 0
4) CCN1CCC(NCC2CCCCC2)CC1
    3 | 11 | -5 | 5 | -1 | 7 | 2 | -1
5) COc1ccc(OC)c(NC(=O)N2C[C@H]3C[C@@H](C2)c2cccc(=O)n2C3)c1
    -3 | 3 | 0 | -6 | -6 | 7 | -8 | -1
6) CC1(C)CN=C(Nc2ccccc2C(F)(F)F)S1
    -3 | 16 | 10 | -3 | 1 | 0 | -10 | 7
7) O=C1NC(=O)C(=Cc2coc3ccc(O)cc3c2=O)C(=O)N1
    6 | -2 | -14 | -4 | -5 | 3 | 13 | -11
8) NNC(=O)c1ccc(Cl)cc1
    -1 | -18 | 4 | -7 | 2 | 1 | 0 | -7
9) Cc1ccc(-c2cc(-c3ccc(C)cc3)[n+](-c3ccc(C(=O)[O-])cc3)c(-c3ccc(C)cc3)c2)cc1
    -8 | 15 | 20 | 6 | 19 | 8 | -1 | 6
10) CN1CCN(c2nc(N(C)C)oc(=O)c2C#N)CC1
    -2 | 0 | 12 | -11 | 1 | 7 | -8 | -3
11) Cc1ccc2c(c1)CC1(CN2C)C(=O)NC(=O)N(c2cccc(C)c2C)C1=O (centres undefined)
    -2 | -11 | 2 | 2 | -11 | -5 | -11 | -2
12) CCN(CC)CCOC(=O)c1ccc(N=Cc2c(O)[nH]c(=O)[nH]c2=O)cc1
    -2 | 0 | -19 | -6 | 9 | -5 | -13 | 1
13) CC(=NCc1ccc2c(c1)OCO2)c1c(O)n(Cc2ccccc2)c(=O)[nH]c1=O
    -4 | 6 | 9 | -9 | 6 | 2 | -4 | 2
14) Cc1ccc2nc(C)n(-c3ccc(F)cc3)c(=O)c2c1
    1 | -9 | -5 | -13 | -6 | -2 | 14 | 0
15) Nc1cc(N2CCNCC2)ccc1[N+](=O)[O-]
    1 | 3 | -17 | 2 | 6 | 0 | 2 | 0
16) COc1cccc(OC)c1C(=O)NC(=S)N1C[C@H]2C[C@H](C1)c1cccc(=O)n1C2
    -2 | 4 | 8 | 6 | 12 | 4 | -22 | -2
17) COC(=O)C1=C(c2ccc3ccccc3c2)C[C@@H]2CC[C@H]1N2C(=O)NC1Cc2ccccc2C1
    -2 | 5 | -4 | -3 | 9 | 5 | -7 | 18
18) COc1ccc(NC(=O)C2C3CCC(O3)C2C(=O)O)c(OC)c1 (centres undefined)
    -1 | -21 | -8 | -2 | 8 | -12 | -3 | 3
19) CCCCNC(=O)NC(C(N)=O)P(=O)(OCC)OCC (centres undefined)
    -1 | 8 | -3 | -1 | 7 | -9 | 4 | 0
20) Cc1cc(C)c2c(ccc3cccc[n+]32)c1
    -3 | 17 | -6 | 12 | 9 | 51 | -8 | 0
21) O=C1CC(=O)N(c2cccc(Br)c2)C(=O)N1
    -1 | 9 | -5 | 2 | -1 | 0 | -10 | -5
22) [Cl][Pt+2][Cl].[NH-]C1CCCCC1[NH-] (centres undefined)
    0 | 0 | -16 | -1 | -1 | 0 | 8 | -1
23) O=C1NC(=O)C(CCc2ccncc2)(Cc2ccc(OCc3ccccc3)cc2)C(=O)N1
    1 | 1 | 3 | -10 | 6 | 3 | -2 | -1
24) CC(=O)OC1N=C(c2ccccc2)c2cc(Br)ccc2N(C)C1=O (centres undefined)
    -3 | 17 | -1 | -6 | -5 | 21 | 6 | -4
25) COC(=O)C1=C(c2ccc(OC)c(OC)c2)C[C@@H]2CC[C@H]1N2C(=O)NCCNC(C)=O
    0 | 8 | -6 | -3 | 6 | -19 | -8 | -14
26) COc1ccc(N2C(=O)NC(=O)/C(=C/c3ccc([N+](=O)[O-])s3)C2=O)cc1
    0 | 0 | -26 | -2 | 18 | -3 | -3 | 5
27) CCCCn1c(O)c(C(C)=NCCCN(C)C)c(=O)[nH]c1=O
    -1 | 0 | -12 | 7 | -9 | 6 | 3 | 3
28) CCc1ccc(NC(=O)C(C)OC(=O)c2c(C)nn(Cc3ccccc3)c2Cl)cc1 (centres undefined)
    -2 | 9 | 8 | -2 | 8 | -1 | 1 | -1
29) CC[N+]1(C)CCCC(OC(=O)C(O)(c2ccccc2)c2ccccc2)C1 (centres undefined)
    -4 | 33 | -10 | -5 | 0 | · | 6 | -1
30) CCOP(=O)(OCC)c1ccc(OP(=O)(c2cccc([N+](=O)[O-])c2)c2cccc([N+](=O)[O-])c2)cc1
    -4 | -11 | 1 | 2 | 6 | -1 | -4 | 0

Brought forward from above: 4 compounds, followed by the next part.
Screens in order – APJ agonist | APJ antagonist | UBC13 inh | EBI2 antag | CCR6 antagonist | Gli-Sufu block | ATG4B inhibitor | CXCR6 inh
27) CCCCn1c(O)c(C(C)=NCCCN(C)C)c(=O)[nH]c1=O
    -1 | 0 | -12 | 7 | -9 | 6 | 3 | 3
28) CCc1ccc(NC(=O)C(C)OC(=O)c2c(C)nn(Cc3ccccc3)c2Cl)cc1 (centres undefined)
    -2 | 9 | 8 | -2 | 8 | -1 | 1 | -1
29) CC[N+]1(C)CCCC(OC(=O)C(O)(c2ccccc2)c2ccccc2)C1 (centres undefined)
    -4 | 33 | -10 | -5 | 0 | · | 6 | -1
30) CCOP(=O)(OCC)c1ccc(OP(=O)(c2cccc([N+](=O)[O-])c2)c2cccc([N+](=O)[O-])c2)cc1
    -4 | -11 | 1 | 2 | 6 | -1 | -4 | 0
31) NC(=O)CSP(=O)(c1ccccc1)c1ccccc1
    -2 | 5 | 16 | -2 | -9 | 43 | 3 | -3
32) Cc1cc2oc(=O)cc(-c3cc4ccccc4o3)c2cc1OC(=O)N(C)C
    -1 | 16 | 7 | 6 | 14 | -3 | -6 | 12
33) Fc1cccc(CN2CCN(c3ccc(Cl)cc3)CC2)c1
    -4 | -4 | 5 | 8 | 6 | -9 | 8 | -8
34) O=C1C2(c3ccccc3)CN3CN(C2)CC1(c1ccccc1)C3
    1 | 4 | -7 | 0 | 1 | 6 | 4 | 0
35) C[C@@H]1C[C@@H]([C@H](O)CC2CC(=O)NC(=O)C2)C(=O)[C@@H](C)C1
    0 | -17 | 6 | 16 | -6 | 64* | 8 | 8
36) C=CC[C@@H](C)CC(=O)C(CCCN=[N+]=[N-])SOOc1ccccc1 (some centres undefined)
    8 | -20 | 4 | 25 | 2 | -5 | -8 | 12
37) CCc1ccccc1N1C(=O)NC(=O)/C(=C\c2cc(C)n(C)c2C)C1=O
    -1 | 16 | -14 | -1 | -4 | 1 | -9 | 0
38) COC(=O)C1=C(c2ccc(-c3ccccc3)c(F)c2)C[C@@H]2CC[C@H]1N2C(=O)NCc1cc(C)oc1C(F)(F)F
    -6 | -1 | -15 | 21 | 8 | 26 | 5 | 24
39) CC1CCCN(CC(=O)N2CCCc3ccccc32)C1 (centres undefined)
    -7 | 5 | 6 | -7 | 8 | 1 | 9 | 2
40) O=C(O)Cn1cc(/C=C2\C(=O)NC(=O)N(c3ccc(Br)cc3)C2=O)c2ccccc21
    -3 | 8 | -16 | 6 | 7 | 6 | 5 | 9
41) CC12CN3CC(C)(CN(C1)P3(=O)Oc1ccccc1)C2=O (centres undefined)
    -5 | 9 | 6 | 1 | -15 | 0 | -6 | 8
42) CCOc1cc(/C=C2/C(=O)NC(=O)N(c3ccc(CC)cc3)C2=O)ccc1OC(=O)c1cccs1
    -3 | 6 | 1 | -2 | 8 | -15 | 2 | 3
43) CCCCP(=O)(O)CCC(=O)O
    0 | -9 | -1 | 2 | -9 | 8 | -8 | 1
44) Cc1ccsc1C(=O)C1CCCN(Cc2cn(C)nc2C)C1 (centres undefined)
    -5 | -2 | 4 | 11 | 8 | 11 | 1 | -1
45) Cc1cc(=O)oc2c(C)c(OCC(=O)N3CCC(C(=O)O)(c4ccccc4)CC3)ccc12
    -4 | -10 | 3 | -5 | 8 | -12 | -22 | 7
46) C[C@]12CCC(=O)C=C1CC[C@@H]1[C@@H]2CC[C@]2(C)C(=O)CC[C@@H]12
    -3 | 4 | 10 | 0 | 8 | 1 | -5 | 0
47) Oc1ccccc1C1NCc2ccccc2-n2cccc21 (centres undefined)
    -3 | 10 | 5 | -5 | 11 | 1 | 3 | 3
48) C=Cn1ccnc1P(=S)(c1c(C)nn(-c2ccccc2)c1C)c1nccn1C=C
    -1 | 8 | -3 | -9 | 14 | 13 | 2 | -11
49) CN1CCN(Cc2cc3c(cc2[N+](=O)[O-])OCO3)CC1
    11 | -29 | 1 | 1 | -15 | 4 | 7 | -18
50) Cc1cccc(NC2=NCCCS2)c1
    -2 | 2 | -6 | 2 | 0 | 8 | -10 | 1
51) O=S(=O)(c1ccc(Cl)cc1)N1CC1c1ccccc1 (centres undefined)
    0 | 0 | 4 | -6 | 14 | 2 | -6 | 3
52) CCCCCn1c(=O)c(C(=O)NCc2ccccc2)c(O)c2ccccc21
    -2 | -6 | 7 | 1 | 4 | 7 | -5 | -5
53) COc1ccc2nc3c(C)n(C)ccc-3c2c1
    · | · | · | 4 | 2 | 2 | -4 | -8
54) Cc1ccc(N2C(=O)NC(=O)/C(=C/C=C/c3ccco3)C2=O)cc1
    3 | -38 | -29 | 45* | 53* | 10 | 7 | 36
55) Cc1ccc(-c2nc(CS(=O)CC(=O)N3CCC4(CC3)OCCO4)c(C)o2)cc1 (centres undefined)
    -3 | 0 | -2 | 21 | · | · | · | 8
56) N#Cc1cc2c(nc1SCC(=O)Nc1cc(Cl)cc(Cl)c1)C1CCN2CC1
    -3 | -3 | 20 | 21 | 4 | -12 | 1 | 0
57) COC(=O)C(C)NC(=S)N1CC2C[C@@H](C1)Cn1c2cccc1=O (some centres undefined)
    1 | -3 | 5 | 0 | 6 | 8 | 3 | -8
58) CCOCCCNC(=O)CN1C2CCC1CC(O)(c1ccc(OC)cc1)C2 (centres undefined)
    0 | 0 | 5 | 3 | -4 | 4 | 8 | -2
59) CC1=CC(=Cc2sc3ccccc3[n+]2C)C=C(C)O1
    · | · | · | -1 | 11 | 81* | 0 | 9

Exported field by field: part of the list above.
#44 Cc1ccsc1C(=O)C1CCCN(Cc2cn(C)nc2C)C1 (centres undefined)
- APJ agonist: -5
- APJ antagonist: -2
- UBC13 inh: 4
- EBI2 antag: 11
- CCR6 antagonist: 8
- Gli-Sufu block: 11
- ATG4B inhibitor: 1
- CXCR6 inh: -1

#45 Cc1cc(=O)oc2c(C)c(OCC(=O)N3CCC(C(=O)O)(c4ccccc4)CC3)ccc12
- APJ agonist: -4
- APJ antagonist: -10
- UBC13 inh: 3
- EBI2 antag: -5
- CCR6 antagonist: 8
- Gli-Sufu block: -12
- ATG4B inhibitor: -22
- CXCR6 inh: 7

#46 C[C@]12CCC(=O)C=C1CC[C@@H]1[C@@H]2CC[C@]2(C)C(=O)CC[C@@H]12
- APJ agonist: -3
- APJ antagonist: 4
- UBC13 inh: 10
- EBI2 antag: 0
- CCR6 antagonist: 8
- Gli-Sufu block: 1
- ATG4B inhibitor: -5
- CXCR6 inh: 0

From PubChem
